Compound activity deposited in PubChem BioAssay by National Center for Advancing Translational Sciences (NCATS).
CBFb RUNX1 block – blocks binding between human CBF-beta and RUNX1 | Potency, µM (doses to about 59.8 µM), inactives show top-dose activity, negative = inhibition, most hits filed as inhibitors | Q01196+Q13951 | AlphaScreen CBFb-His/RUNX1-biotin binding, biochemical | AID 1477 | 230,000 tested, under 10 active; also: % of control where 0% means no effect
Target sequence (Q01196 whole entry, looked up): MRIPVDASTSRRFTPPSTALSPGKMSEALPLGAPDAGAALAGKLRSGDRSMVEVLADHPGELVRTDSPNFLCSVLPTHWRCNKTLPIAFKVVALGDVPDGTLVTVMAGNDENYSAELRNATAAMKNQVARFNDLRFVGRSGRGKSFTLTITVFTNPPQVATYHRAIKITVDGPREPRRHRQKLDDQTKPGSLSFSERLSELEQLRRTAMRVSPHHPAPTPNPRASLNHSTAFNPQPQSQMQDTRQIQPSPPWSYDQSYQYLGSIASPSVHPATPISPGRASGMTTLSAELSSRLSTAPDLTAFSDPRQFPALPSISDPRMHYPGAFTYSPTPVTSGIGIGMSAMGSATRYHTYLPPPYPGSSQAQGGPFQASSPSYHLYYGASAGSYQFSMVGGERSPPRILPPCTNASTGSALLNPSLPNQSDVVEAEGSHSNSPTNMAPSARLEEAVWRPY
Target sequence (Q13951 whole entry, looked up): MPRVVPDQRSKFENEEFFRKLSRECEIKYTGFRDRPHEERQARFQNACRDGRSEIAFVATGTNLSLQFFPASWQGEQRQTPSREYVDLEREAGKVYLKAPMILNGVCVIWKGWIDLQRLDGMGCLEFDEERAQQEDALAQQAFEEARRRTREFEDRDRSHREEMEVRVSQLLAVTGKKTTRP
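Compounds were screened at multiple concentrations against a preformed CBF-beta(His)/RUNX1(biotin) complex (30 nM of each) for 15 min at room temperature, followed by 90 min with nickel and streptavidin beads and AlphaScreen reading.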
HttQ103 aggreg – mutant huntingtin aggregation inhibition; PC12 HttQ103-GFP aggregates, Acumen cytometry, 40 h; Potency, µM (doses to about 46.1 µM), inactives show at the top dose activity change, negative = inhibition, most hits filed as inhibitors; hit rate 1.1% among 220,000; AID 1688; also: potency is read from the fitted curve at half-maximal effect; % is scaled to controls: 0 for no effect and ±100 for the full control effect; nearly all actives have a fitted effect of over 60% in size
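Using laser scanning cytometry, GFP-positive aggregates were counted after lysis of PC12 cells induced with 100 nM tebufenozide to express HTT exon 1 Q103–GFP. Compounds were tested in titration.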
HTT ATP protect – cytoprotection in Huntington HTT-Q103 PC12 cell model | PC12 HTT-Q103 induced, cytoprotection, ATP luminescence, 40 h | Potency, µM (top dose mostly 56.4 µM), inactives show cytoprotection (ATP increase), actives largely listed as activators | hit rate 0.14% among 230,000 | AID 1471;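 also: potency is read from the fitted curve at half-maximal effect; % of control where 0% means no effect; nearly all actives have a fitted effect of over 45% in size; toxic huntingtin expression switched on by the ecdysone agonist tebufenozide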
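Quantitative HTS on tebufenozide-induced (100 nM) PC12 cells expressing HTTQ103 exon 1–GFP; compounds tested as a concentration series; survival measured via cellular ATP.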
LMNA splice mod – modulators of lamin A splicing; HeLa LMNA splicing GFP/RFP minigene ratio, 48 h; Potency, µM (titrated, usually from 46.1 µM), for the others: at the top dose ratio change, negative = inhibition, most hits filed as inhibitors; hit rate 0.01% among 200,000; AID 1487; active = well fitted inhibition curve with a large enough effect in the signal ratio, with a control signal flat, not every such curve was filed as active; inconclusive = small, poorly fitted or top-dose-only effect, or effect the other way, or a change in a side signal; the % refers to the signal ratio; also: potency is read from the fitted curve at half-maximal effect; % is scaled to controls: 0 for no effect and ±100 for the full control effect
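S3 HeLa stable clones carrying a lamin A-EGFP splicing minigene plus DsRed2 were seeded at 600 cells/well in Opti-MEM with 2% FBS, pin-dosed and incubated 48 h at 37°C. Acumen cytometry (488 nm) gave the GFP/RFP total-intensity ratio.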
IMPase Li inh – IMPase inhibition in cells with lithium potentiation; CHO-M1 cells, IP1 TR-FRET (IP-One), carbachol + lithium; Potency, µM (highest dose often 59.4 µM), inactives show at the highest dose activity, negative = IMPase inhibition, hits mostly inhibitors; hit rate 0.35% among 210,000;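 also: IP1 builds up when IMPase is blocked and the TR-FRET signal falls; potency is read from the fitted curve at half-maximal effect; plate controls were basal vehicle for no effect and high inhibitor control for full effect; nearly all actives have a fitted effect of over 50% in size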
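Concentration–response in CHO-M1 cells, lithium-potentiated; 30 min at 37C. IP1 detected by competitive TR-FRET after 10 min lysis at RT. Hill-fitted AC50.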
SMN2 splice enh – increases expression of the SMN2 splice variant | HEK293 SMN2-luciferase splicing reporter, luminescence, 30-36 h | Potency, µM (titrated, usually from 46.1 µM), for the others: top-dose activity change, positive = activation, actives largely listed as activators | hit rate 2.8% among 210,000 | AID 1458; also: potency is read from the fitted curve at half-maximal effect; % of control where 0% means no effect; nearly all actives have a fitted effect of over 55% in size
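HEK293 cells carry an SMN2 minigene-luciferase reporter in which exon 7 inclusion puts luciferase in frame. Cells were seeded at 2000 cells/well, attached for 10-12 hours, then exposed to compounds for 30-36 hours at 37C before ONE-Glo luminescence.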
KinaseGlo FLuc – Kinase-Glo luciferase inhibition (counter-screen); Kinase-Glo luciferase, ATP luminescence, 8 min; Potency, µM (doses to about 38.3 µM), for the others: top-dose activity change, negative = inhibition, hits mostly inhibitors; Q27757; hit rate 0.28% among 200,000; AID 1379; also: potency is read from the fitted curve at half-maximal effect; % is scaled to controls: 0 for no effect and ±100 for the full control effect; nearly all actives have a fitted effect of over 60% in size
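Compound is pinned into ATP-containing buffer (10 uM ATP, imidazole pH 7.2, 7 mM MgCl2). Kinase-Glo luciferase reagent is then added. Light output is recorded following an 8-min room-temperature incubation.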
* marks the source's active call; other numbers are inactive results; ? = inconclusive; nt = not tested or not shown; & = joins results of further samples; [ ] = remark or other dose. Unless noted, calls follow the shape of the dose curve; as a rule, active = well fitted curve in the direction sought with a large enough effect; inconclusive = small, poorly fitted or top-dose-only effect, or another doubt; inactive = no such curve, though single readings can be large; an effect the other way counts as inactive or inconclusive. Random draw from the library. About 4% of those tested had a hit in this group.

SMILES	CBFb RUNX1 block	HttQ103 aggreg	HTT ATP protect	LMNA splice mod	IMPase Li inh	SMN2 splice enh	KinaseGlo FLuc
Cc1cc(C)n(-c2nc3ccccc3[nH]c2=O)n1	-7%	9%	-33%[10 µM]	-4%	4%	21%	1%
CCOC(=O)C1CCCn2c1nc1sc3c(c1c2=O)CCCC3 (stereo not given)	12%	-5%	-1%[0.074 µM]	0%	1%[38.3 µM]	-9%	4%
NC(=O)C1CCN(C(=S)c2cccs2)CC1	5%	-9%	6%	8%	12%[38.3 µM]	?	-1%
O=c1c(F)cn(C2CCCO2)c(=O)n1Cc1ccccc1F (stereo not given)	3%	-1%	1%[0.074 µM]	-12%	27%[38.3 µM]	18%	4%
Cc1ccc(C2CC(c3cccc(NS(C)(=O)=O)c3)=NN2S(C)(=O)=O)cc1 (stereo not given)	-1%	3%	?	-3%[9.22 µM]	12%	21%	2%
CC1(C)C2CC=C(/C=N/NC(=S)NCCc3ccccc3)C1C2 (stereo not given)	-10%	?	-56%[inhibitor]	nt	10%	-12%	-1%
CC1CCCCN1C(=O)Cn1cc(C=O)c2ccccc21 (stereo not given)	-5%	11%	10%[10 µM]	3%	4%	17%	-3%
CC(=O)C1=C(C)NC(=O)NC1c1cccs1 (stereo not given)	-1%	21%	20%	11%	28%[38.3 µM]	8%	18%
CSc1ccccc1C(=O)Nc1ccccc1C	4%	14%[9.22 µM]	-20%	nt	-1%	-2%	1%
CCC(C)N(C)C(=O)c1cc2ccccc2c(-c2ccccc2Cl)n1 (stereo not given)	-6%&28%&9%	15%	-31%&-15%	-13%	18%&12%&10%	-12%&-16%&-1%	-9%&-2%
C/C(=N\NC(=O)COc1ccc([N+](=O)[O-])cc1)C(C)(C)C	4%	-4%	-64%[inhibitor]	3%	10%[38.3 µM]	-4%	-3%
O=C(c1ccc(S(=O)(=O)N2CCOCC2)cc1)N1CCN=C1SCc1cccnc1	0%	7%	-24%	-10%	-19%[38.3 µM]	-16%	2%
CCC(C(=O)OC)n1c(-c2ccccc2)nc2ccccc2c1=O (stereo not given)	29%	nt	nt	3%[46 µM]	13%	-7%	-2%
O=C(O)CSc1ncnc2sc3c(c12)CCCC3	9%	-14%[9.22 µM]	-23%[10 µM]	nt	-28%	nt	2%
O=C(O)C1CC(=O)N(Cc2ccc(F)cc2)C1 (stereo not given)	6%	?	-1%	10%	12%[38.3 µM]	1%	3%
Cc1nc2c(=O)n(-c3ccc(F)cc3F)nc(C)c2s1	2%	5%[9.22 µM]	3%[10 µM]	nt	nt	nt	nt
COc1ccc(NCc2cc3ccccc3[nH]c2=O)cc1	-20%	0%	-13%	0%	nt	nt	nt
Cc1ccccc1Nc1cc2ccccc2c(=O)[nH]1	-15%	27%	-5%[10 µM]	7%	27%[38.3 µM]	-11%	-5%
CCCC(C(=O)NCc1ccco1)N(C(=O)CNS(=O)(=O)c1ccccc1)c1ccc(OC)cc1 (stereo not given)	0%	7%[9.22 µM]	?	5%[46 µM]	12%	nt	-3%
COCCn1c(CN2CCc3ccccc3C2)nc2c1c(=O)n(C)c(=O)n2C	-2%	-29%	19%	?	5%	-28%	1%

Continued; it opens with the five that closed the last part.
SMILES	CBFb RUNX1 block	HttQ103 aggreg	HTT ATP protect	LMNA splice mod	IMPase Li inh	SMN2 splice enh	KinaseGlo FLuc
Cc1nc2c(=O)n(-c3ccc(F)cc3F)nc(C)c2s1	2%	5%[9.22 µM]	3%[10 µM]	nt	nt	nt	nt
COc1ccc(NCc2cc3ccccc3[nH]c2=O)cc1	-20%	0%	-13%	0%	nt	nt	nt
Cc1ccccc1Nc1cc2ccccc2c(=O)[nH]1	-15%	27%	-5%[10 µM]	7%	27%[38.3 µM]	-11%	-5%
CCCC(C(=O)NCc1ccco1)N(C(=O)CNS(=O)(=O)c1ccccc1)c1ccc(OC)cc1 (stereo not given)	0%	7%[9.22 µM]	?	5%[46 µM]	12%	nt	-3%
COCCn1c(CN2CCc3ccccc3C2)nc2c1c(=O)n(C)c(=O)n2C	-2%	-29%	19%	?	5%	-28%	1%
NNC(=O)c1sccc1OCc1ccc(F)cc1	10%	9%	-51%[inhibitor]	11%[46 µM]	15%	-27%	-2%
C=C1c2cccc(C(F)(F)F)c2O[C@H](C(=O)OCC)C1OC (mixture of isomers)	21%[89.1 µM]	nt	-3%	nt	12%	nt	4%[39.9 µM]
C[C@H]1COc2c(C3(N)CC3)c(F)cc3c(=O)c(C(=O)O)cn1c23	0%	10%	-3%	nt	nt	nt	nt
O=C(Nc1cccc(-c2nnc(-c3ccccc3)o2)c1)c1ccco1	-1%	20%[9.22 µM]	-14%[0.074 µM]	5%	3%[38.3 µM]	-12%	-3%
O=C(Nc1ccc(-c2nc3ncccc3o2)cc1)c1ccc(Br)o1	-11%	5%	-18%	-2%	-9%	19%	0%
CCOC(=O)C1CCCN(CC(=O)Nc2c(C(=O)OC)[nH]c3ccc(C)cc23)C1 (stereo not given)	2%	7%	-19%	?	10%[38.3 µM]	-13%	-7%
Cc1ccc(S(=O)(=O)c2nc(C)oc2N2CCOCC2)cc1	-3%	-3%[9.22 µM]	19%[10 µM]	25%[46 µM]	7%	nt	-1%
COc1ccc(N2C(=O)c3ccccc3NC2c2cccnc2)cc1 (stereo not given)	2%	10%	-10%	-4%[46 µM]	-8%	15%	2%
O=C(c1cc(-c2ccco2)nc2ccccc12)N1CCN(c2ccc(F)cc2)CC1	6%	6%	-10%[10 µM]	?	4%	5%	0%
COc1ccc(C)cc1NS(=O)(=O)c1cn(C)c(=O)n(C)c1=O	-1%	-10%	7%	5%	13%[38.3 µM]	19%	-1%
CC1CCN(C(=O)Cn2cc(C(=O)C3CC3)c3ccccc32)CC1	2%	31%	12%[10 µM]	5%	10%	-18%	-1%
Cc1ccc(C(=O)NCC(=O)OCC(=O)c2cc(C)n(Cc3ccco3)c2C)cc1	-30%	?	-1%[10 µM]	-7%	nt	nt	nt
COc1ccc(CC(=O)Nc2ccc(OC(C)=O)cc2C(=O)O)cc1	20%	-2%[9.22 µM]	-1%[10 µM]	nt	-6%	nt	nt
O=C(NCc1nnc(SCC(=O)N2CCOCC2)o1)c1ccccc1F	9%	-3%	16%	2%[9.22 µM]	0%	-52%	-1%
Cc1ccc(NC(=O)CCSc2nnc(Cc3ccccc3)o2)cc1	5%	3%	17%[10 µM]	0%	-2%	-1%	0%
Cc1cc(SCC(=O)c2cccs2)n2nc(C)c(-c3ccccc3)c2n1	?	-7%	-1%[10 µM]	?	-5%	-6%	0%
COc1ccccc1N/N=C/c1ccc2c(c1)OCO2	-21%	?	22%[10 µM]	-4%	1%	-15%	-1%
CC1CN(C(=S)NC(=O)c2ccco2)CC(C)O1 (stereo not given)	1%	-9%	28%[10 µM]	4%	-12%	7%	2%
O=C(O)c1ccc(/C=N/Nc2nc3ccccc3[nH]2)cc1	11%	21%[9.22 µM]	-12%[10 µM]	nt	nt	nt	nt
CCN(CC)CCCNC(=O)C1CCCN(c2nnc(N3CCCC3=O)s2)C1 (stereo not given)	7%	23%	4%	6%	28%[38.3 µM]	3%	-3%
Brc1ccc2nc(CSc3ncn[nH]3)cn2c1	5%	-12%	-3%	-2%	-4%[38.3 µM]	13%	-5%
N#CCCC12CCCCC1=Nc1ccccc12 (stereo not given)	0%	-4%	2%	-1%	-8%[38.3 µM]	5%	-5%
Cc1[nH]n(-c2ccccc2)c(=O)c1-c1ccccc1	-2%	-2%	-5%	8%	8%[38.3 µM]	-18%	12%
O=C(c1cccnc1)N1CCc2ccccc2C1	3%	1%	14%	5%	-12%[38.3 µM]	9%	4%
COc1cccc(/C=N/Nc2nc(N3CCCC3)nc(N3CCCC3)n2)c1O	-3%	-2%	-21%	5%	15%[38.3 µM]	-6%	3%
O=C1CC(SCCc2nc3ccccc3[nH]2)C(=O)N1c1ccc(F)cc1 (stereo not given)	3%	-2%	9%	1%	8%[38.3 µM]	-5%	0%
FC(F)(F)c1ccc(-n2cn[nH]c2=S)cc1	0%	-29%[9.22 µM]	-13%[10 µM]	nt	nt	nt	nt
CCN(c1ccccc1)c1ncnc2c1cnn2-c1ccccc1	19%	-10%	-55%[inhibitor]	-11%	12%[38.3 µM]	-59%[inhibitor]	1%
CCc1nc2n(n1)C(O)c1cc([N+](=O)[O-])ccc1S2 (stereo not given)	-1%	4%[9.22 µM]	-4%[10 µM]	nt	nt	nt	nt
Cn1c(CSCc2ccccc2)nnc1SCC(=O)Nc1ccc(C(=O)O)cc1	22%	0%	-16%	nt	nt	nt	nt
COc1ccc(OC)c(S(=O)(=O)N2C(C)CCCC2C)c1 (stereo not given)	-2%	-5%	5%	?	-6%[38.3 µM]	-20%	13%
CC(C)Nc1nc(NC(C)C)nc(N(C#N)CCOc2ccc(Cl)cc2Cl)n1	16%	?	-12%[1.9 µM]	?	10%	-29%	0%
Cc1ccc(Cn2nc(C)c3cc(C(=O)OCC(N)=O)sc32)cc1	0%	25%	-12%	5%	15%[38.3 µM]	21%	0%
COc1cc(Cl)c(S(=O)(=O)NCCCN2CCOCC2)cc1Cl	1%	-21%	-3%[10 µM]	2%	21%[38.3 µM]	-12%	1%
CC(C)=C1C(=O)C(c2ccccc2)=C2CN3C(=O)N(CCc4ccccc4)C(=O)[C@]3(C)[C@H]21	19%	nt	-40%[inhibitor]	nt	6%	-26%	-2%
O=C(CN1C(=O)c2ccccc2C1=O)NCC(=O)OCC(=O)c1cccc([N+](=O)[O-])c1	2%	-7%	-2%	nt	0%	-6%	-4%
Cc1ccc2nc(NCc3ccccc3)[nH]c2c1	2%	?	-80%[inhibitor]	?	1%[38.3 µM]	8.9µM*	13%
CCc1c(C(=O)Nc2ccc(OC)c(Cl)c2)[nH]c(C)c1C(C)=O	-6%	?	-28%	13%[0.0737 µM]	-2%[38.3 µM]	24%	2%
Cc1nc(C)c(CC(=O)N2CCc3c([nH]c4ccccc34)C2c2ccccn2)s1 (stereo not given)	-4%	18%[9.22 µM]	14%[10 µM]	nt	4%	nt	nt
